# Screening data (PubChem)
# MCF10A rerep = induces DNA re-replication in MCF 10a normal breast cells; Potency, µM (titrated, usually from 46.1 µM), inactives show top-dose activity, positive = re-replication, hits mostly activators; actives 2.9% (n = 350,000); MCF 10A DNA re-replication, Hoechst nuclear intensity, 48 h; note: potency is the fitted concentration of half-maximal effect; % of control where 0% means no effect; nearly all actives have a fitted effect of over 50% in size
# SW480 rerep = induces DNA re-replication in SW480 colon adenocarcinoma cells; SW480 DNA re-replication, Hoechst DNA content imaging, 48 h; Potency, µM (doses to about 46.1 µM), for inactives: at the top dose re-replication activation, actives largely listed as activators; actives 1.8% (n = 340,000); note: potency is the fitted concentration of half-maximal effect; % of control where 0% means no effect; nearly all actives have a fitted effect of over 55% in size
#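 Per well, 250 cells were exposed to pinned compound for 48 hr. Nuclear DNA was visualised with Hoechst (40 min, 37 C) and total object intensity recorded by fluorescence scanning.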
# HT1080 IDH1KD tx = toxicity to HT-1080 IDH1 knockdown cells (counter line); HT-1080 IDH1 knockdown viability, ATP luminescence, 48 h; Potency, µM (highest dose often 46.1 µM), for the others: top-dose activity, negative = toxicity, usual class: cytotoxic; actives 2% (n = 360,000);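 note: potency is the fitted concentration of half-maximal effect; 0% = DMSO wells and -100% = cell-free medium wells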
#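 Cytotoxicity counter-line: IDH1KD HT-1080, 48 h, CellTiter-Glo. Curves classed by r2, magnitude and activity.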
# KB-3-1 cytotox = KB-3-1 parental cell cytotoxicity | Potency, µM (series often up to 46.1 µM), inactives show top-dose activity change, negative = cytotoxic, hits mostly cytotoxic | actives 1.4% (n = 400,000) | AID 1347075 | KB-3-1 viability, CellTiter-Glo ATP luminescence, 72 h; note: potency is the fitted concentration of half-maximal effect; % is set by controls: 0 for no effect and ±100 for the full control effect; nearly all actives have a fitted effect of over 60% in size
#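 Here the drug-naive KB-3-1 line serves as comparator for MDR sub-line selectivity; cells received compound titrations, 72 h at 37 °C, then CellTiter-Glo readout.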
# GLP1R cytotox = cytotoxicity in counter-screen for GLP-1R inverse agonists | Potency, µM (doses to about 38.3 µM), inactives show at the highest dose activity change, negative = inhibition, usual class: inhibitors | actives 0.13% (n = 410,000) | HEK293 cAMP-luciferase reporter cells, luminescence, 24 h;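 note: loss of luciferase light is scored as toxicity; potency is the fitted concentration of half-maximal effect; % is set by controls: 0 for no effect and ±100 for the full control effect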
#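 Quantitative HTS format, 1536 wells, 200 cells/uL seeded. Compounds: 23 nL, 24 h, 37 °C. Detection: luciferase reagent, luminescence at 12 min RT; decreased signal taken as cytotoxic.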
# IL1B secr inh = blocks inflammasome-driven IL-1 beta release; THP-1 LPS/ATP IL-1B secretion, AlphaLISA, 16 h; hits give low values; activity change, % at 57.5 µM; actives 4.7% (n = 360,000); in the data active = activity change below about -50%; inconclusive = mostly about -30% to -49%; note: % is set by controls: 0 for no effect and ±100 for the full control effect
#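 Secreted IL-1B measured by AlphaLISA bead assay after 16 h compound exposure of THP-1 cells; compounds (final up to 57.5 uM) added 1 h before LPS (250 ng/mL) and ATP (1.25 mM) stimulation; lower signal means less secretion.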
# KB-V1 cytotox = kills drug-selected multidrug resistant KB-V1 cells; KB-V1 MDR cells viability, CellTiter-Glo, 72 h; Potency, µM (titrated, usually from 46.1 µM), without a hit: at the top dose activity change, negative = cytotoxicity, usual class: cytotoxic; actives 3.4% (n = 400,000); AID 1347076; note: potency is the fitted concentration of half-maximal effect; % is set by controls: 0 for no effect and ±100 for the full control effect; nearly all actives have a fitted effect of over 60% in size
#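 Readout: CellTiter-Glo luminescence, 10 min after addition. Cells: KB-V1 MDR subline, 72 h at 37 degrees C with compound. Analysis: corrected, normalized data fitted to concentration-effect curves.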
# DRD3 agonist = D3 dopamine receptor (human) agonism; P35462; D3R DiscoveRx beta-arrestin cells, luminescence, 90 min; max activation, %; actives 0.58% (n = 410,000); AID 652048; in the data active = max activation above about 30%; note: 0% is about no effect; mostly tested at two doses, the higher about 12 µM
# Target sequence (P35462 whole entry, looked up): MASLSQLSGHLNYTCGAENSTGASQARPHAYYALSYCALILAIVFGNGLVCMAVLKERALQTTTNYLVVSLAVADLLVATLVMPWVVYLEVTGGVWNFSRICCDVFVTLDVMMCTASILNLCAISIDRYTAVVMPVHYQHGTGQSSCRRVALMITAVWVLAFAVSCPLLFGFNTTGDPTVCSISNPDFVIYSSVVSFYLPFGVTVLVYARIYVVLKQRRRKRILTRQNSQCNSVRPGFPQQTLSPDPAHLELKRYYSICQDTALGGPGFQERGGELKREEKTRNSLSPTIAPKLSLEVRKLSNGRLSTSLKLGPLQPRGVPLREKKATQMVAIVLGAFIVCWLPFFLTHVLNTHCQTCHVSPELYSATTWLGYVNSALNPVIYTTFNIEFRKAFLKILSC
#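 Agonist mode: compounds and dopamine controls were applied to plated cells for 90 min at 37 degrees C after an overnight attachment at 1500 cells/well. Luminescent read-out followed 30 - 60 minutes at room temperature with DiscoveRx detection reagent.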
# HT1080NT lethal = kills 2HG-producing HT-1080-NT fibrosarcoma cells; HT-1080-NT fibrosarcoma viability, CellTiter-Glo ATP luminescence, 48 h; Potency, µM (top dose mostly 46.1 µM), inactives show at the top dose activity, negative = less viability, usual class: cytotoxic; actives 1.6% (n = 360,000);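 note: NT is the 2HG producing partner of a matched IDH1 knockdown line; potency is the fitted concentration of half-maximal effect; 0% = DMSO-treated cells and -100% = media-only wells without cells; nearly all actives have a fitted effect of over 55% in size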
#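 Luminescent CellTiter-Glo readout after 48 hours of compound exposure at 37 degrees C defined viability of HT-1080-NT cells. Activity was normalized to DMSO wells and cell-free media wells; concentration-response curves were fitted and assigned curve classes.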
# * marks the source's active call; other numbers are inactive results; u = inconclusive; x = no result given; [ ] = remark or other dose. Unless noted, calls come from the whole dose curve; as a rule, active = well fitted curve in the direction sought with a large enough effect; inconclusive = small, poorly fitted or top-dose-only effect, or another doubt; inactive = no such curve, though single readings can be large; an effect the other way counts as inactive or inconclusive. No enrichment for hits; 11% or so of the library scored in one or more.
SMILES,MCF10A rerep,SW480 rerep,HT1080 IDH1KD tx,KB-3-1 cytotox,GLP1R cytotox,IL1B secr inh,KB-V1 cytotox,DRD3 agonist,HT1080NT lethal
CCOC(=O)/C(C#N)=C/c1c(Oc2cccc(C)c2)nc2c(C)cccn2c1=O,-2%,7%,9%,10%,28%,11,u,3,7%
CC(C)Oc1ccc(NC(=O)Oc2ccccc2)cc1,-7%,u,-6%,-2%,7%,-7,1%,-14,-3%
COc1ccc([C@H]2/C=C\CN(S(=O)(=O)/C=C/c3ccccc3)[C@@H](C)C(=O)N2Cc2ccc(F)cc2)cc1,-17%,7%,24%,-14%,7%,12,-19%,40*,0%
O=C1NC[C@H](CCCCN2C[C@H](Cc3ccc(O)cc3)N(CCc3ccc(O)cc3)C(=O)C2=O)N(CCc2ccccc2)C1=O,x,x,14%,16%,-4%,0,3%,6,1%
O=C(NC1CC1)C1CCN(c2nc3ccccc3s2)CC1,2%,13%,-2%,-18%,2%,13,11%,3,-4%
CC(=O)NC1(C(F)(F)F)N=C(c2ccccc2)NC1=O (stereo not given),-5%,-77%[inhibitor],24%,7%,1%,7,24%,-7,25%
Cc1ccc(OCC(=O)c2cc(C)n(-c3ccccc3)c2C)c([N+](=O)[O-])n1,u,-4%,-28%,8.2µM*,18%,-5,21µM*,5,0%
O=C(N/N=C/c1ccc([N+](=O)[O-])o1)c1ccccc1-n1cccc1,23µM*,2µM*,u,u,u,-66*,u,1,u
Cc1cc(NC(=O)Nc2nc3c(s2)CCCCCC3)ccc1Br,x,x,x,-1%,-1%,x,4%,-3,x
CCCn1c(=NC(=O)CS(=O)(=O)c2ccccc2)sc2cc(S(C)(=O)=O)ccc21,10%,-10%,11%,8%,-8%,-1,-5%,14,-2%
COc1ccc(/C=N/NC(=O)c2ccc3nc[nH]c3c2)c(OC)c1OC,u,-86%[inhibitor],-2%,1%,-4%,-8,18%,2,-2%
CN(Cc1ccon1)Cc1cn(C)nc1-c1ccc2c(c1)OCCO2,-1%,-7%,6%,25%,-1%,65,-29%,4,-9%
O=C(Nc1ccc2nc[nH]c2c1)c1ccco1,-1%[9.22 µM],-2%[9.22 µM],-2%,12%,1%,0,0%,-2,22%
O=C(O)c1ccc(NC(=O)c2ccccc2NC(=O)c2cccc(F)c2)cc1,11%,-63%[inhibitor],-8%,-2%,-1%,-2,39%,3,3%
C[C@]12c3[nH]c4ccccc4c3CCN1C(=O)C(CC(=O)NCc1ccco1)C[C@@H]2C(=O)N1CCOCC1 (stereo not given in full),1%,0%,8%,0%,-6%,15,0%,13,8%
N#CC(C(N)=O)=C1CCC2(CC1)OCCCCO2,-2%,-2%,13%,3%,10%,12,7%,-1,10%
CN(C)C(=O)N1CCC(C(=O)NCc2ccc(F)cc2Cl)CC1,-16%,-13%,18%,-13%,2%,15,u,7,0%
O=C(Nc1ccc([N+](=O)[O-])cc1)C1COc2ccccc2O1 (stereo not given),u,0%,-12%,-1%,-1%,-8,u,-8,4%
O=C(NC1CCOc2ccccc21)C1CCCC1 (stereo not given),4%,-8%,1%,-5%,5%,6,u,6,-2%
CC(C)CCSc1nc2c(c(=O)[nH]c(=O)n2C)n1CCc1ccccc1,-13%,-3%,20%,-1%,21%,20,-16%,3,24%
Cc1cc(NC(=O)CCC(=O)N(CC2CCCO2)C(C(=O)NC2CCCC2)c2cccnc2)no1 (stereo not given),-1%,-1%,8%,8%,-2%,-11,1%,-4,10%
CC(C)(C)C(=O)O/N=C(\N)COc1cccc(Cl)c1,0%,1%,1%,-1%,-57%,11,-2%,-9,-6%
c1ccc(CN=C(NCc2ccccc2)NCc2ccccc2)cc1,u,u,16µM*,u,u,-80*,11%,-5,u
Cc1cc(NC(=O)CSc2ccc3nnc(-c4cccnc4)n3n2)no1,2%,-17%,5%,3%,-2%,1,21%,-2,-3%
CC(C)N(Cc1nnc(-c2ccc(Cl)cc2)o1)C(=O)C1=COCCO1,10%,-54%[inhibitor],-1%,8%,-8%,14,4%,11,13%

# Continuation:
SMILES,MCF10A rerep,SW480 rerep,HT1080 IDH1KD tx,KB-3-1 cytotox,GLP1R cytotox,IL1B secr inh,KB-V1 cytotox,DRD3 agonist,HT1080NT lethal
COc1cc(/C=N/NC(N)=O)cc([N+](=O)[O-])c1O,1%,-8%,-9%,-1%,u,1,-16%,-9,-5%
CCC(CC)C(=O)Nc1cccc(/C(C)=N/NC(=O)c2c(Br)cnn2C)c1,2%,2%,12%,15%,-20%,-24,7%,0,14%
O=C(O)c1ccccc1-c1ncc(-c2ccccc2)o1,-1%,-9%,10%,-1%,-4%,28,5%,12,14%
C/C(CCc1oc2ccc(Br)cc2c1-c1ccc(C)o1)=N/O,u,-1%,-29%,3%,8%,u,-1%,0,u
CC1CCN(CCCN2C(=O)C3C(C(=O)Nc4cccc(Cl)c4)C4C=CC3(O4)C2C(=O)NC2CCCCC2)CC1 (stereo not given),19%,u,5%,16%,-2%,-20,0%,-14,5%
O=C(Nc1nccs1)c1csc([C@H]2C[C@H](O)[C@@H](CO)O2)n1,x,x,8%,0%,-4%,34,0%,7,11%
Cc1cc(C(=O)NCCCN2CCCC2=O)no1,1%,-3%,0%,13%,-5%,23,2%,5,9%
COCCN1C(=O)c2ccccc2C(C(=O)N2CCN(c3ccccn3)CC2)C1c1ccc(F)cc1 (stereo not given),0%,1%,11%,2%,-4%,-12,u,-6,-9%
CC1(C)C2CCC1(C)C(OC(=O)c1ccccc1C(=O)O)C2 (stereo not given),1%,1%,4%,7%,0%,19,13%,1,21%
COc1ccc(CC(=O)NCc2ccc3c(c2)CCN3C(=O)c2ccc(Cl)cc2)cc1,x,x,x,-4%,-10%,x,0%,-7,x
COc1cccc(NC(=O)N(CCCN2CCOCC2)C(C)c2cc3ccccc3o2)c1 (stereo not given),25%,15%,-12%,0%,-14%,-4,-3%,-52,16µM*
COC(=O)c1ccccc1C(=O)N1CCCC(C(=O)c2cc(F)ccc2F)C1 (stereo not given),3%,0%,-6%,-10%,-2%,28,u,5,2%
CCN(C(=S)NC(=O)CCc1ccccc1)c1ccccc1,-1%,2%,30%,4%,-14%,u,3%,-2,28%
COc1ccccc1CCNS(=O)(=O)CCNC(=O)c1ccc2c(c1)OCO2,1%,0%,-11%,-18%,10%,3,-20%,-24,-11%
CCS(=O)(=O)c1nc(S(=O)(=O)c2ccc(C)cc2)c(NCCCOC)s1,x,x,x,3%,4%,x,3%,-16,x
C=CCc1ccccc1OCC(O)CN1C(=O)c2ccccc2C1=O (stereo not given),u,-81%[inhibitor],8%,17%,0%,23,0%,2,3%
COC(=O)[C@@H](NC(=O)N(C1CCCCC1)C1CCCCC1)C(C)C,0%,-1%,12%,-15%,5%,-5,0%,3,1%
CC(C)(C)c1ccc(CC(=O)N2CCC2(C)C(=O)NCc2ccc3c(c2)OCO3)cc1 (stereo not given),x,x,u,-1%,-6%,-12,-9%,2,u
O=C(c1ccc(S(=O)(=O)N2CCOCC2)cc1)N1CCc2ccccc2C1,23%,-9%[9.22 µM],-5%,6%,7%,22,0%,-2,-1%
O=C(Cc1n[nH]c(=O)[nH]c1=O)N/N=C/c1c(O)ccc2ccccc12,16%,28%,1%,5%,0%,-11,13%,0,1%
Cc1ccc(S(=O)(=O)N2C[C@H]3C(=O)C[C@@H](c4cccc(Cl)c4)N(S(=O)(=O)c4ccc(C)cc4)[C@H]3C[C@H]2c2ccccc2)cc1,x,x,3%,-1%,-3%,26,-10%,2,2%
CCOC(=O)c1c(-c2ccccc2)oc2ccc(OCC(=O)O)cc12,3%,-10%,-6%,0%,-16%,33,-6%,-1,24%
O=C(COC(=O)CCN1C(=O)/C(=C\C=C\c2ccccc2)SC1=S)Nc1ccc(Br)cc1,26%,25%,-2%,2%,-4%,14,2%,4,1%
CC(=O)O/N=C(/c1nonc1N)N(C)C,-3%,-7%,14%,8%,10%,-6,-2%,14,13%
CCOC(=O)C1=C(C)NC(=O)C(C(N)=O)C12CCCCC2 (stereo not given),-1%,-20%,12%,-1%,-12%,11,0%,-3,16%
C=CCCN(C(CC(C)C)C(=O)OC)S(=O)(=O)c1cc(Br)ccc1Br (stereo not given),-46%[inhibitor],-71%[inhibitor],-13%,u,5%,0,-14%,0,-21%
CC(=O)Nc1ccc(NC(=O)C(C)Sc2n[nH]c(=O)n2Cc2ccccc2)cc1 (stereo not given),1%,2%,2%,18%,-3%,-2,-5%,0,12%
CC1CCCCC12NC(=O)N(CC(=O)N1CCc3ccccc3C1)C2=O (stereo not given),-1%,-3%,8%,-7%,5%,-7,-26%,-1,7%

# Six compounds out of the list, sorted by molecular weight, largest number first:
SMILES,MCF10A rerep,SW480 rerep,HT1080 IDH1KD tx,KB-3-1 cytotox,GLP1R cytotox,IL1B secr inh,KB-V1 cytotox,DRD3 agonist,HT1080NT lethal
CC1CCN(CCCN2C(=O)C3C(C(=O)Nc4cccc(Cl)c4)C4C=CC3(O4)C2C(=O)NC2CCCCC2)CC1 (stereo not given),19%,u,5%,16%,-2%,-20,0%,-14,5%
COc1cccc(NC(=O)N(CCCN2CCOCC2)C(C)c2cc3ccccc3o2)c1 (stereo not given),25%,15%,-12%,0%,-14%,-4,-3%,-52,16µM*
O=C(Cc1n[nH]c(=O)[nH]c1=O)N/N=C/c1c(O)ccc2ccccc12,16%,28%,1%,5%,0%,-11,13%,0,1%
COC(=O)[C@@H](NC(=O)N(C1CCCCC1)C1CCCCC1)C(C)C,0%,-1%,12%,-15%,5%,-5,0%,3,1%
O=C(O)c1ccccc1-c1ncc(-c2ccccc2)o1,-1%,-9%,10%,-1%,-4%,28,5%,12,14%
CC(=O)O/N=C(/c1nonc1N)N(C)C,-3%,-7%,14%,8%,10%,-6,-2%,14,13%
